Bioassay records (PubChem)
D2 antag: antagonists of human D2 dopamine receptor | P14416 | HEK293 TREx D2 cells, calcium flux, dopamine EC80 | inhibition, % at 10 µM | 2% of 340,000 active | AID 485344; in the data active means inhibition above about 30%; further: 0% is about no effect
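Compounds are added to dye-loaded, induced HEK293 T-REx cells coupled to calcium release via D2; after a 3 min kinetic read an EC80 dopamine stimulus is given and fluorescence is recorded for 3 more min.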
D2 agonist: activates the human D2 dopamine receptor. AID 485358. 0.53% of 340,000 active. activation, % at 2 µM. HEK293 T-REx D2 cells, calcium flux agonist mode;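 active means activation over 3 SD above normal in the single-dose calcium agonist read, cut at about 30% in these data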; further: 0% is about no effect
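Calcium-flux readout, 1 cycle/sec over 180 s following compound pin transfer, in inducible HEK293 Trex D2 cells (force-coupled); dopamine controls included. Positive calcium responses during this window marked compounds as potential agonists.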
USP1-UAF1 inh: inhibitors of human USP1/UAF1 deubiquitinase; recombinant USP1/UAF1, Ub-Rhodamine cleavage fluorescence; Potency, µM (doses to about 57.1 µM), inactives show top-dose activity change, negative = inhibition, most hits filed as inhibitors; 0.23% of 390,000 active; further: potency means the concentration at half of the fitted maximal effect; on the % scale 0 is the no-effect control and ±100 the full control effect; nearly all actives have a fitted effect of over 60% in size; inactives centre near -12
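High-throughput fluorogenic screen: 1nM USP1/UAF1 complex, Ub-Rho substrate 150nM final, 50mM HEPES pH 7.8 with 0.5mM EDTA, 0.1 mg/ml BSA, 1mM TCEP and 0.01% Tween-20.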
TrxR1 substrate: is turned over as a substrate by rat TrxR1; O89049; purified TrxR1 substrate turnover, NADPH consumption readout; Potency, µM (highest dose often 114 µM), without a hit: at the top dose activity change, negative = substrate turnover; 0.01% of 390,000 active; AID 588456; further: potency means the concentration at half of the fitted maximal effect; on the % scale 0 is the no-effect control and ±100 the full control effect; nearly all actives have a fitted effect of over 50% in size
Target sequence (O89049 whole entry, looked up): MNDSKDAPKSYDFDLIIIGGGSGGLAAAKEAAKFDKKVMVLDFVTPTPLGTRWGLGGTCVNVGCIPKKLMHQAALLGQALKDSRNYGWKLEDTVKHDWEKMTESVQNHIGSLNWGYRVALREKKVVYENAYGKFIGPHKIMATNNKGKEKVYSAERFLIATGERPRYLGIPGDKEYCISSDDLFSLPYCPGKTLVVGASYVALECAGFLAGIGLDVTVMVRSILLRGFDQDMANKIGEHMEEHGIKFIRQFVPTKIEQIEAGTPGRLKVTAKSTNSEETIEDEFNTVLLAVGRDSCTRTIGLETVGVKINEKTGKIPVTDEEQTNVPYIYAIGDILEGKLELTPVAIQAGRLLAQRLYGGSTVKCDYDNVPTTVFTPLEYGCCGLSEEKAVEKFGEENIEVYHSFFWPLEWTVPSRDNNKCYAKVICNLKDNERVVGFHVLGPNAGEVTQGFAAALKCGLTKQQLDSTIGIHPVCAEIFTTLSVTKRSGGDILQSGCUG
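Rat TrxR1, dispensed at 90 nM, was prereduced with 400 uM NADPH (final) for 5 min at ~22 deg C, then incubated with compound 15 min before 400 uM selenite. A first-read NADPH fluorescence drop versus no-compound background flagged substrates.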
TRHR agonist: agonists of human TRH receptor | TRHR cells, calcium flux fluo-8, FDSS agonist mode | activation, % at 2 µM | 0.18% of 360,000 active; in the data active means activation above about 30%; further: 0% is about no effect
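Agonist-mode FDSS calcium read (Ex 480/Em 530, 1 s cycles) in 1536-well TRHR cells with fluo-8 dye, after 10-cycle baseline and 23 nL compound addition; TRH at EC20 (10 nM final) added afterwards for the enhancer phase.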
TrxR1 inh: rat TrxR1 inhibition | O89049 | recombinant rTrxR1, NADPH fluorescence consumption, selenite substrate | Potency, µM (titrated, usually from 114 µM), inactives show top-dose activity change, negative = inhibition, actives largely listed as inhibitors | 1% of 390,000 active | AID 588453; further: potency means the concentration at half of the fitted maximal effect; on the % scale 0 is the no-effect control and ±100 the full control effect; nearly all actives have a fitted effect of over 65% in size
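Rat TrxR1 (90 nM in the dispensed reagent) was pre-reduced with 400 uM NADPH for 5 min at room temperature, then incubated with compound for 15 min. After 400 uM selenite was added, NADPH fluorescence (Ex 340/Em 450 nm) was followed for 8 min.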
TRHR enhancer: allosterically enhances the human TRH receptor; P34981; TRHR cells, fluo-8 calcium fluorescence, EC20 TRH enhancement; 0.66% of 360,000 active; enhancement, % at 2 µM; in the data active means enhancement above about 30%; further: 0% is about no effect
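TRHR-expressing cells loaded with fluo-8 calcium dye were read kinetically (ex 480/em 530) during compound addition, then stimulated with an EC20 of TRH (10 nM final). Enhancement of the Gq-mediated intracellular calcium response was scored.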
mIDH1 inhibitor: blocks human mutant IDH1 R132H enzyme; O75874; IDH1-R132H enzyme, NADPH consumption, diaphorase/resazurin fluorescence; Potency, µM (titrated, usually from 76.6 µM), for the others: top-dose activity change, negative = inhibition, hits mostly inhibitors; 0.093% of 390,000 active; AID 602179; further: potency means the concentration at half of the fitted maximal effect; on the % scale 0 is the no-effect control and ±100 the full control effect; nearly all actives have a fitted effect of over 65% in size
Target sequence (O75874 whole entry R132H, stated change not applied): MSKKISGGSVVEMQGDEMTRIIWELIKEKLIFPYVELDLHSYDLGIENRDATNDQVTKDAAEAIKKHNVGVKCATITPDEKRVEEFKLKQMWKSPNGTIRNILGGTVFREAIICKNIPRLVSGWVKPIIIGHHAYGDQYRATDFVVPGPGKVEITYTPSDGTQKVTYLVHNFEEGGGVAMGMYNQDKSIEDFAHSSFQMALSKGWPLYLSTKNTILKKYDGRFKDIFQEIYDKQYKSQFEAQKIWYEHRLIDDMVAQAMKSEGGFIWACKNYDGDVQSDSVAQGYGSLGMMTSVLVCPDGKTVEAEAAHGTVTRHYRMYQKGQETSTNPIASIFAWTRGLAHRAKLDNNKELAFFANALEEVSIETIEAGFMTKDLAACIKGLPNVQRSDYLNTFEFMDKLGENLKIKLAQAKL
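IDH1-R132H (0.5 ug/mL) preincubated 30 min with compound, then NADPH (0.016 mM) and alpha-KG (2 mM) added; 80 min at RT, pH 7.5. Remaining NADPH coupled via diaphorase/resazurin to fluorescence (540/590 nm); concentration-response curves normalized to no-enzyme control.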
Pin1 inhibitor: inhibitors of human Pin1; Q13526; 0.009% of 390,000 active; Potency, µM (top dose mostly 115 µM), without a hit: at the top dose activity, negative = inhibition, actives largely listed as inhibitors; Pin1 FP peptide displacement, HiFluor488, 10 min; active means well fitted inhibition curve with a large enough effect in the polarisation, with a control signal flat, not every such curve was filed as active; inconclusive means small, poorly fitted or top-dose-only effect, or effect the other way, or a change in a side signal; inactive means no such curve, though single readings can be large or run the other way; the % refers to the polarisation; further: potency means the concentration at half of the fitted maximal effect; on the % scale 0 is the no-effect control and ±100 the full control effect
Target sequence (Q13526 whole entry, looked up): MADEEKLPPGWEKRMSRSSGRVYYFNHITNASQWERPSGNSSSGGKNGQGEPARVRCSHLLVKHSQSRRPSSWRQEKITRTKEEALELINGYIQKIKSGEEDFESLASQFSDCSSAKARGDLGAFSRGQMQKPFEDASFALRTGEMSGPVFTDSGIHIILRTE
Active calls of the source: *; ? = inconclusive; . = no result given; [ ] = remark or other dose. Unless noted, the call rests on the fitted dose curve; in most records, active means well fitted inhibition curve with a large enough effect; inconclusive means small, poorly fitted or top-dose-only effect; inactive means no such curve, though single readings can be large or run the other way. This is a subset; the hit share may differ from the screen's.

Start of the listing, in advance:
SMILES	D2 antag	D2 agonist	USP1-UAF1 inh	TrxR1 substrate	TRHR agonist	TrxR1 inh	TRHR enhancer	mIDH1 inhibitor	Pin1 inhibitor
Fc1ccc(-c2nc3c(Cl)cc(C(F)(F)F)cn3c2Cl)cc1	7	1.0	-10%	7%	1.9	5%	-9	-4%	?
CN(C)CCCN(C(=O)/C=C/c1cccs1)c1nc2c(F)cccc2s1	-10	2.3	-9%	-6%	4.9	-20%	5	-4%	4%

The whole of this part, previewed entries included:
SMILES	D2 antag	D2 agonist	USP1-UAF1 inh	TrxR1 substrate	TRHR agonist	TrxR1 inh	TRHR enhancer	mIDH1 inhibitor	Pin1 inhibitor
Fc1ccc(-c2nc3c(Cl)cc(C(F)(F)F)cn3c2Cl)cc1	7	1.0	-10%	7%	1.9	5%	-9	-4%	?
CN(C)CCCN(C(=O)/C=C/c1cccs1)c1nc2c(F)cccc2s1	-10	2.3	-9%	-6%	4.9	-20%	5	-4%	4%
O=C(Cn1cnc2c(nnn2-c2cccc(Cl)c2)c1=O)NCc1ccccc1	-1	-0.4	-7%	2%[57.1 µM]	-1.3	14%[57.1 µM]	17	-4%	18%
COC(=O)c1oc2ccc(Br)cc2c1NC(C)=O	9	-0.2	?	2%[57.1 µM]	-0.4	10%[57.1 µM]	2	-2%	1%
Cc1cccc(N(Cc2cc3ccc(C)cc3[nH]c2=O)C(=O)c2ccco2)c1	-8	0.0	-23%	3%	2.0	35µM*	-5	-9%	11%
CSCCCNC(=O)c1ccccc1OC1CCN(S(C)(=O)=O)CC1	-2	-1.3	-14%	7%[57.1 µM]	-2.0	21%[57.1 µM]	7	3%	-4%
CCN(C1CCCCC1)S(=O)(=O)c1ccc(S(=O)(=O)NCc2ccncc2)cc1	.	.	-1%	4%	.	6%	.	4%	0%
COCCN(C(=O)C1=COCCO1)c1c(N)n(Cc2ccccc2)c(=O)[nH]c1=O	6	-0.9	-22%	-3%	0.4	-7%	-1	7%	1%
COc1ccc(NC(=S)N2CCc3ccccc3C2)cc1	1	-0.5	-13%	-8%	-0.8	-15%	15	3%	-3%
COc1cc(CNC(=O)c2ccc(Cn3nc(C)c(Cl)c3C)o2)cc(OC)c1	-6	0.4	?	-4%	-1.6	-1%	-17	-1%	-6%
CN1CCN(Cc2ccc(Sc3ccc(Cl)cc3)c([N+](=O)[O-])c2)CC1	0	-0.5	7%	6%	-1.9	4%[57.1 µM]	4	-5%	-1%
Clc1ccc(CSc2nc3ccncc3[nH]2)cc1	-12	0.3	-27%	11%[57.1 µM]	-0.1	19%[57.1 µM]	11	11%	-3%
CCOC(=O)c1nn(-c2ccccc2)c(C#N)c1NC(=O)c1nn(CC)cc1Br	-5	0.8	-20%	26%	0.4	44%[activator]	2	7%	33%[activator]
O=C1CCc2cc(S(=O)(=O)NC(Cc3ccccc3)C(=O)N3CCN(c4ccccn4)CC3)ccc2N1 (stereo not given)	-1	-0.1	-6%	2%	2.5	16%	-3	2%	-6%
O=C(NCCc1c[nH]c2ccccc12)/C(=C/c1cccnc1)NC(=O)c1ccccc1	1	-0.2	-1%	3%[57.1 µM]	2.1	6%[57.1 µM]	0	3%	-10%
COc1ccc(Cl)cc1NC(=O)CN(C)C(=O)c1cc2c(s1)CCCC2	46*	0.6	-3%	-17%	0.3	-19%	2	-3%	0%
CCCOc1ccc(N2C(=O)CC(N(CCc3ccc(OC)c(OC)c3)C(=O)c3ccccc3)C2=O)cc1 (stereo not given)	6	-0.4	-9%	-6%	-1.1	14%	1	-4%	1%
COc1cc(Cl)cc(/C=N/NC(N)=O)c1O	-8	0.8	2%	5%[57.1 µM]	0.8	21%[57.1 µM]	0	2%	-6%
Cc1ccc(S(=O)(=O)Nc2c(C(=O)O)[nH]c3ccccc23)c(C)c1	-4	0.3	-13%	6%[57.1 µM]	0.0	13%[57.1 µM]	21	-6%	?
CN(C)C(=O)N1CCCC(C(=O)NCCc2ccccc2)C1 (stereo not given)	-4	1.3	-2%	8%	-0.6	14%	2	1%	-1%
COc1ccccc1-n1c(-c2ccccc2)n[nH]c1=S	15	0.6	-3%	11%	0.5	-16%[57.1 µM]	-4	20%	0%
CCOc1ccc(/C=N/NC(=O)c2ccc(O)cc2)cc1CN1CC2CC(C1)c1cccc(=O)n1C2 (stereo not given)	.	.	-30%	-7%	-0.5	-9%	3	-8%	4%
O=C(CNC(=O)c1ccc(Br)cc1)NC1=NCCS1	8	1.2	-4%	7%[57.1 µM]	2.6	22%[57.1 µM]	-2	-4%	-11%
O=C(NC1CC1)c1cccc(NC(=O)C2CCCCC2)c1	.	.	-13%	7%	.	19%	.	1%	-2%
COc1ccc(/C=N/NC(=O)c2ccc(CSc3nc(C)cc(C)n3)cc2)cc1O	4	-1.4	-4%	1%[57.1 µM]	-1.5	5%[57.1 µM]	-6	5%	19%
SMILES	D2 antag	D2 agonist	USP1-UAF1 inh	TrxR1 substrate	TRHR agonist	TrxR1 inh	TRHR enhancer	mIDH1 inhibitor	Pin1 inhibitor
O=C(NNC(=O)c1ccc(Cl)c(S(=O)(=O)Nc2ccc(Cl)cc2)c1)c1ccc(=O)[nH]c1	12	0.1	-19%	-2%	-0.2	11%	5	-17%	-2%
O=C(O)C1=C[C@@H](c2ccc3c(c2)OCO3)C[C@@H](OCc2ccc(CO)cc2)O1	-8	0.0	-17%	6%	-0.3	20%	1	31%	-1%
CN(c1ccccc1)S(=O)(=O)c1ccc(NC(=O)c2ccco2)cc1	9	0.5	-32%	3%[57.1 µM]	-1.5	5%[57.1 µM]	-3	22%	-2%
COc1ccc2c(c1)CCc1sc(NC(=O)c3ccc(C)cc3)nc1-2	11	0.8	-4%	8%	-0.7	-3%	5	7%	6%
CC(C(N)=O)N1C(=O)c2cccc3cccc1c23 (stereo not given)	10	-0.4	-6%	7%[57.1 µM]	0.2	-1%	-7	13%	6%
Cc1cc(C)n2nc(SCC(=O)Nc3c(C)nn(-c4ccccc4)c3C)nc2n1	-4	1.0	1%	-7%	0.4	-5%	4	-6%	2%
C=C(C)COc1ccc2c(CC)cc(=O)oc2c1C	4	0.5	-12%	34%	-0.1	19%	2	1%	18%
N#CCSC1=Nc2ccccc2C2=NC(CCC(=O)N3CCN(c4ccccc4)CC3)C(=O)N12 (stereo not given)	8	1.3	-18%	0%	-1.3	20%	4	-9%	2%
c1ccc(-c2nc(-c3cccs3)[nH]c2-c2ccccc2)cc1	-26	0.9	-17%	22%	0.0	34%[activator]	-16	3%	11%
CC(C)(C)NC(=O)C(c1ccncc1)N(C(=O)CNC(=O)c1ccco1)c1ccc(F)cc1 (stereo not given)	2	0.7	-7%	-5%[57.1 µM]	0.3	11%[57.1 µM]	5	-2%	-3%
O=C(O)c1ccc(/C=C2\SC(=S)N(NC(=O)c3ccccc3)C2=O)cc1	-2	-0.8	-25%	-11%	0.7	-4%	1	-3%	-13%
CCc1ccccc1Nc1nc(N)nc(COC(=O)CCS(=O)(=O)c2ccccc2)n1	-10	-0.4	-8%	0%	-0.8	15%	-4	1%	-3%
O=C(COC(=O)COc1cccc(C(F)(F)F)c1)NC1CCCC1	-3	0.1	-6%	-10%	-0.2	2%	-4	-6%	4%
O=C(Nc1cccc(O)c1)c1cc(-c2cccs2)on1	18	-0.1	-18%	-4%[57.1 µM]	0.7	0%[57.1 µM]	9	3%	0%
Nc1nc(Cn2nnc(-c3ccccc3Cl)n2)nc(N2CCOCC2)n1	7	-0.3	-15%	10%	-1.1	13%	3	4%	14%
Cc1cccc(S(=O)(=O)Nc2ccc(-c3cn4ccccc4n3)cc2)c1	1	0.4	-1%	3%	0.2	0%	0	-8%	?
COc1ccc(C(=O)Nc2ccc3nc(C)c(C)nc3c2)cc1	11	-1.5	-24%	15%	0.7	9%	-4	10%	0%
CNc1nc(Cl)c(SC)c(N2CCOCC2)n1	-15	0.4	-11%	3%	-0.1	21%	1	12%	-2%
Cc1ccc2c(O)c(Cc3ccccc3)c(=O)[nH]c2n1	.	.	-18%	1%	.	-3%	.	2%	1%
Cc1cccc(C)c1NC(=O)CN1CCN(C(=O)CNC(=O)c2ccc(N3CCCC3=O)cc2)CC1	13	-0.4	-24%	3%	0.2	22%	-2	-16%	3%
O=C(NCc1ccc2c(c1)OCO2)c1ccc(S(=O)(=O)NCC2CCCO2)cc1 (stereo not given)	-19	0.7	-7%	-7%	-0.2	14%[57.1 µM]	2	3%	-11%
O=C(NCc1ccccc1Cl)C1CCN(C(=O)c2sccc2-n2cccc2)CC1	-31	0.9	-24%	6%[57.1 µM]	-0.4	10%[57.1 µM]	-9	-7%	-3%
COc1cc2c(cc1OC)C(C(=O)N1CCN(c3ccccn3)CC1)C(c1cccs1)N(C)C2=O (stereo not given)	-4	0.8	-7%	-1%	-0.3	-15%	-6	-1%	-2%
CCOC(=O)C1=CC[C@@H](c2ccco2)N(S(=O)(=O)c2ccc(C)cc2)[C@H]1C(=O)OCC	19	-0.7	-29%	-1%	-0.2	?	-6	-6%[38.3 µM]	-2%
c1ccn2c(SCc3ccc4c(c3)OCO4)nnc2c1	4	-1.2	0%	3%	-0.3	19%	2	2%	0%
Cc1nn(-c2ccccc2)c2c1C1(C(=O)N(C(C)C)c3ccccc31)C(C#N)=C(N)O2 (stereo not given)	12	0.8	-11%	-16%	0.5	-7%	0	1%	-4%
CC(=O)N1CCc2cc(S(=O)(=O)NCCC(=O)NC3CCN(Cc4ccccc4)CC3)ccc21	1	-0.2	-8%	-1%	0.1	-2%	1	0%	-4%
CCOc1ccccc1NC(=O)CSc1ccc2nnc(CCNS(=O)(=O)c3ccccc3)n2n1	.	-0.8	-15%	-1%	0.3	-4%	-9	0%	12%
Cc1cccc(NC(=O)NCCOCCn2c(=O)oc3ccccc32)c1C	.	-1.0	-15%	2%	-0.4	30%	-1	0%	0%
COc1ccc(S(=O)(=O)N(CC(=O)NCc2ccco2)c2ccccc2)cc1	-2	1.0	-7%	-11%	-1.2	-10%	14	0%	-2%
